sEH act: soluble epoxide hydrolase activators, primary screen, biochemical, human sEH. Bifunctional epoxide hydrolase 2 (Homo sapiens), P34913. purified human sEH enzymatic activity, activator screen. activation, % at 2 µM. 91,000 compounds, 0.04% hits. AID 717, 2007; in the data active = activation above about 37%; also: values of inactives mirror those of a sister screen read the other way
Calb biofilm kill: clotrimazole potentiators killing Candida biofilms, primary screen, with clotrimazole, Alamar Blue. inhibition, % at 6 µM. C. albicans biofilm + clotrimazole. 85,000 compounds, 0.14% hits;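 active = inhibition above 20%; inactive = inhibition below 20%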;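 also: preformed 24 hr biofilms exposed to compound for 48 hr; 0% = biofilm without compound and 100% = blank killed by clotrimazole plus chlorhexidine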
ERa SRC1 inh: ERα–SRC-1 coactivator interaction inhibitors, primary screen, biochemical, TR-FRET, ERα LBD, estradiol-bound; Estrogen receptor (Homo sapiens), P03372; TR-FRET ER-alpha LBD / SRC-1 peptide; inhibition, % at 25.6 µM; 86,000 compounds, 1.7% hits; AID 629, 2007; in the data active = inhibition above about 50%;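 also: 0% = receptor plus peptide control and 100% = peptide only without receptor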
Target sequence (P03372 whole entry, looked up, the tested form may be a part): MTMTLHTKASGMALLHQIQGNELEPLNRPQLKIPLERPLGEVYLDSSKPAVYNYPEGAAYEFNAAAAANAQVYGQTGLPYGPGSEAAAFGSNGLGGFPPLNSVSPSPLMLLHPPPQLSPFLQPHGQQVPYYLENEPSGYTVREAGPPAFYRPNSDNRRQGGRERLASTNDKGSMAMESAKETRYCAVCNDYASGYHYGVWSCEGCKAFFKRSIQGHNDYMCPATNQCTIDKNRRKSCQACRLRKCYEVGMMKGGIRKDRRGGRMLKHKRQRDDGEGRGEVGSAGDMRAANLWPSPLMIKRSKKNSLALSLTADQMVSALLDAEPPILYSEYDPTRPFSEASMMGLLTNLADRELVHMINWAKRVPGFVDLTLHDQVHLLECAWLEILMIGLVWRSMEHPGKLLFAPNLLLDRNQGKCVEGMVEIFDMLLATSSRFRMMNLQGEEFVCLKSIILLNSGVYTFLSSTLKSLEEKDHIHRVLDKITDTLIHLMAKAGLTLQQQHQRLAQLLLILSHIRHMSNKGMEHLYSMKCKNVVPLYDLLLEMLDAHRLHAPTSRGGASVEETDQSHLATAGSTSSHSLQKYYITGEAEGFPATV
ERa coact pot: enhancers of ERα–SRC-1 coactivator binding, primary screen, biochemical, TR-FRET, ERα LBD, low estradiol; Estrogen receptor (Homo sapiens), P03372; AID 639, 2007; TR-FRET ERalpha-LBD/SRC-Cy5 coactivator binding, 2 h; 100 = basal binding, no effect; coactivator binding (% of control), % at 25.6 µM; 86,000 compounds, 1.3% hits; in the data active = activity above about 200%;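 also: binding measured in presence of low estradiol as agonist stimulus; 0% = peptide alone without receptor and 100% = receptor with peptide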
ERb coact inh: inhibitors of ERβ-SRC1 coactivator interaction, primary screen, biochemical, TR-FRET, ERβ LBD, SRC-1 peptide. 86,000 compounds, 1.3% hits. Estrogen receptor beta (Homo sapiens), Q92731. inhibition, % at 25.6 µM. TR-FRET ER-beta LBD / SRC1-Cy5 peptide binding; receptor agonist-loaded with 1 µM estradiol;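 active = compounds whose percent inhibition of the receptor-coactivator binding signal exceeds about 50% in the single-dose screen, limit read from the data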;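 also: 0% = receptor plus peptide wells without compound and 100% = peptide-only wells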
Smad3 FoxH1 inh: Smad3/FoxH1 peptide binding inhibitors, primary screen, biochemical, TR-FRET | inhibition, % at 25 µM | 88,000 compounds, 0.29% hits | AID 630, 2007 | TR-FRET Smad3/Dy647-FoxH1 peptide binding, europium anti-His | Mothers against decapentaplegic homolog 3 (Homo sapiens), P84022;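 active = compounds that reduce the energy-transfer binding signal between the protein and its labelled peptide by more than half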;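 also: 0% = Smad3 plus labelled peptide maximal FRET and 100% = peptide-only background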
Target sequence (P84022 whole entry, looked up): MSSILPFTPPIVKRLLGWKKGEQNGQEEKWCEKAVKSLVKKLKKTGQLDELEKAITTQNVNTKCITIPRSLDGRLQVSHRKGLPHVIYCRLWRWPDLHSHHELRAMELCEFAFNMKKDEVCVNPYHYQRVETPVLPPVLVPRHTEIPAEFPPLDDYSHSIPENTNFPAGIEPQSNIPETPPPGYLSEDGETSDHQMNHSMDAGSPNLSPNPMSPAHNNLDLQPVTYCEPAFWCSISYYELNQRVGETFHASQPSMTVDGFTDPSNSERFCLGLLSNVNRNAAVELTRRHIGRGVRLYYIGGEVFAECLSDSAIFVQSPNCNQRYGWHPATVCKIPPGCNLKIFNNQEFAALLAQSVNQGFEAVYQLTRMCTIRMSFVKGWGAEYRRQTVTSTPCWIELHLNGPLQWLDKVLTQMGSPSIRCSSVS
HUVEC inhibit: inhibitors of HUVEC proliferation, primary screen, cell-based, 384-well | CellTiter-Glo luminescence, 72 h; active compounds read low | viability, % at 10 µM (by protocol) | 86,000 compounds, 1.1% hits | AID 648, 2007;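 active = viability at or below 30%; inactive = viability above 30%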;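 also: 100% = median luminescence of DMSO-only cell control wells on each plate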
Lung fibro prol: antiproliferative effect on LL 47 fibroblasts – human, LL 47 cells, CellTiter-Glo luminescence, primary screen; LL 47 human lung fibroblast viability, ATP luminescence; active compounds read low; viability, % at 10 µM; 85,000 compounds, 1.1% hits; AID 719, 2007;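 active = viability at or below 50% in the single dose screen; inactive = viability above 50%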;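 also: compound exposure lasted 72 h before the ATP readout; 100% = median luminescence of untreated cell-only wells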
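test system = LL 47 human lung fibroblasts | amount = 1,150 fibroblasts seeded per well | medium = 15% FBS in IMEM | times = overnight cell rest, 72 h compound treatment at 37 °C | measured by = CellTiter-Glo luminescence measuring cellular ATP | read-out = viability percentage against median untreated-cell control | benchmarks = cell-only wells, no compound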
H69AR inhibit: proliferation blockers of H69AR lung cancer cells, primary screen, cell-based, human, 86K library. viability, % at 10 µM. AID 598, 2007. 85,000 compounds, 6% hits. H69AR lung tumor viability, ATP luminescence, 72 h; active compounds read low;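 active = viability at or below 40%; inactive = viability above 40%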;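 also: multidrug resistant small cell line overexpressing MRP-1 efflux transporter; 100% = mean luminescence of untreated control wells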
* = called active by the depositor; x = no result given; [ ] = dose if it differs, or a comment.

SMILES	sEH act	Calb biofilm kill	ERa SRC1 inh	ERa coact pot	ERb coact inh	Smad3 FoxH1 inh	HUVEC inhibit	Lung fibro prol	H69AR inhibit
CCOC(=O)C(NC(C)=O)(Nc1ccc(S(=O)(=O)Nc2cc(C)nc(C)n2)cc1)C(F)(F)F (stereo not drawn)	0	1	-5	118	-6	-5	101	98	81
Cc1ccccc1N1C(=O)N(c2cccc(C(F)(F)F)c2)C2CS(=O)(=O)CC21 (stereo not drawn)	-6	6	-5	101	-3	-1	100	98	94
Cc1ccc(C=Nc2ccc(N(C)C)cc2)o1	11	9	25[fluorescence artefact?]	114[fluorescence artefact?]	89*[fluorescence artefact?]	6	90	106	68
Cc1oc(-c2ccccc2F)nc1CS(=O)(=O)CC(=O)N1CCOCC1	x	4	10	86	19[fluorescence artefact?]	-11	95	100	95
COc1cccc(-c2nnc(NC(=O)c3ccc(S(=O)(=O)N4CCOCC4)cc3)o2)c1	9	8	-3	111	-2	0	15*	69	20*
Nc1[nH]c(=S)[nH]c(=O)c1-c1ccccc1	x	7	-8	87	-13	4	90	103	109
CCOc1ccc(N(CC(=O)NC(C)(C)C)S(=O)(=O)c2c(C)noc2C)cc1	2	15	-2	106	2	-4	94	97	59
O=C(CCSc1ccccc1)NCCN1CCOCC1	-4	8	-5	100	0	3	103	97	88
CCn1c(=O)c(C(=O)NCc2ccccn2)c(O)c2ccccc21	x	4	10	94	5[fluorescence artefact?]	4	71	97	77
CC1=C(OC(=O)c2ccccc2)C(C)(C)C(c2ccccc2)OC1=O (stereo not drawn)	18	7	-4	104	1	12	91	97	69
COc1cccc(-c2cc(C(=O)NCc3ccco3)no2)c1	5	1	-7	92	12	-22	120	109	101
Cc1ccc(OC(=O)c2cccc(C(=O)Oc3ccc(C)cn3)n2)nc1	-1	5	5[fluorescence artefact?]	88	9	-8[fluorescence artefact?]	104	100	88
O=C(Nc1ccc(F)cc1)N1CCN2C(=O)c3ccccc3C12c1ccccc1 (stereo not drawn)	-13	2	8	90	-3	-6	103	97	84
COc1ccc2[nH]c(=O)c(CN(Cc3cccs3)S(=O)(=O)c3c(C)ccc4nsnc34)cc2c1	6	-3	-3	107	-5	1	65	69	2.7*
O=S(=O)(c1cccs1)N1CN(CC2CCCO2)c2nc3ccccc3nc21 (stereo not drawn)	-13	-2	-3	112[fluorescence artefact?]	2	-10[fluorescence artefact?]	90	96	79

Compound profiles (already shown). Order of values: sEH act | Calb biofilm kill | ERa SRC1 inh | ERa coact pot | ERb coact inh | Smad3 FoxH1 inh | HUVEC inhibit | Lung fibro prol | H69AR inhibit
Record of Cc1ccc(OC(=O)c2cccc(C(=O)Oc3ccc(C)cn3)n2)nc1 : -1 | 5 | 5[fluorescence artefact?] | 88 | 9 | -8[fluorescence artefact?] | 104 | 100 | 88
Record of CC1=C(OC(=O)c2ccccc2)C(C)(C)C(c2ccccc2)OC1=O (stereo not drawn) : 18 | 7 | -4 | 104 | 1 | 12 | 91 | 97 | 69

(more compounds)
SMILES	sEH act	Calb biofilm kill	ERa SRC1 inh	ERa coact pot	ERb coact inh	Smad3 FoxH1 inh	HUVEC inhibit	Lung fibro prol	H69AR inhibit
COc1ccc(-n2c(COc3ccccc3)nnc2SCc2ccc(C#N)cc2)cc1	12	7	4	103	12	13	85	90	59
Cc1nnc(C)n1/N=C/c1ccccn1	-4	6	-30	106	-19	-12	103	98	78
COc1cc(C(=O)N2CCC(n3c(C)nc4cc(F)ccc43)CC2)cc(OC)c1OC	-15	6	-14	107[fluorescence artefact?]	-9	7	90	104	84
CC(C)COc1ccc(-c2nn(-c3ccccc3)cc2C(=O)Nc2nccs2)cc1	22	-1	0	119	8	16	86	83	83
O=C(Nc1cccc(C(F)(F)F)c1)c1cccnc1N1CCCC1	-1	10	-13	102	-16	8	81	89	88
CC(=O)N(CC1CCCO1)c1nnc(-c2cnccn2)s1 (stereo not drawn)	7	4	-7	131	-11	10	109	109	104
NS(=O)(=O)c1ccc(CCNC(=O)CCCC2=NS(=O)(=O)c3ccccc3N2)cc1	11	4	-11	114	-3	0	100	109	x
COCCNC(=O)Cn1c(=O)n(Cc2ccc(C(=O)NCc3ccco3)cc2)c(=O)c2ccccc21	x	8	-1	119	-2[fluorescence artefact?]	-4	99	104	88
CCN(CC)c1nc(OC)nc(-n2nnc(C(C)=O)c2C)n1	16	12	-1[fluorescence artefact?]	88	-1	2	105	102	90
Nc1c(C(=O)NCC2CCCO2)c2nc3ccccc3nc2n1/N=C/c1ccncc1 (stereo not drawn)	x	10	-22	314*[fluorescence artefact?]	0	21	74	107	75
Cc1ccc(C)c(/C(O)=C2\C(=O)C(=O)N(Cc3cccnc3)C2c2cccnc2)c1 (stereo not drawn)	5	7	-9	118[fluorescence artefact?]	-13	10[fluorescence artefact?]	94	99	104
CS(=O)(=O)c1nc(-c2ccccc2)cc(-c2ccccc2)c1C#N	-1	5	35[fluorescence artefact?]	197[fluorescence artefact?]	17	-8	39	40*	1.5*
Cc1cc(NC(=O)c2ccc3c(c2)C(=O)N(CCC(C)C)C3=O)no1	-2	7	-15	136	-14	-9	93	99	40*
O=C(CSc1nc(-c2ccco2)cc(C(F)(F)F)n1)Nc1ccc(C(=O)N2CCCCC2)cc1	-76	3	0	106	-8[fluorescence artefact?]	0	74	95	81
CC(NCC(O)COCc1cccs1)C1CC2CCC1C2 (stereo not drawn)	-12	-2	-1	101	-8	10[fluorescence artefact?]	103	103	78
O=C(c1ccccc1)N1CCN(C(=O)c2ccc(OC(F)(F)F)cc2)CC1	-13	5	3	114	2	4	94	94	96
CN(C)S(=O)(=O)c1cccc(C(=O)N(Cc2ccc(F)cc2)Cc2ccco2)c1	3	4	-29	98	-10	7	92	97	104
NC(=O)COC(=O)c1ccc(Oc2ccccc2)cc1	4	11	-3	94	0	11	104	91	109
CCOC(=O)c1cc(CC)sc1NC(=O)C(c1ccccc1)c1ccccc1	5	5	-8	104[fluorescence artefact?]	-6	-14	116	87	84
CC1CC(C)(C)NCc2ccccc21 (stereo not drawn)	x	5	2	106[fluorescence artefact?]	88*[fluorescence artefact?]	2	94	102	87
COc1ccc(N2CCN(c3ncnc4nc[nH]c34)CC2)cc1	x	8	-6[fluorescence artefact?]	105	-7	-5	111	99	94
CCOc1ccc(NC(=O)CSc2nnc(-c3ccco3)n2C)cc1	x	3	6	92	7	12	98	99	94
CC(C)Cc1cc(C(=O)N2CCN(C(c3ccccc3)c3ccccc3)CC2)no1	-10	1	1	94[fluorescence artefact?]	6[fluorescence artefact?]	-6	112	95	79
COc1ccc(-n2c(C)nc3cc(C(=O)NCc4ccco4)ccc32)cc1	x	3	0	106	-2	3	105	94	69
CCN(C1CCCCC1)S(=O)(=O)c1cn(C)c(=O)n(C)c1=O	10	19	-6	87	-6	0	108	101	103
COc1ccc(CN2CN(c3ccc(Cl)cc3)C(=O)N(n3cnnc3)C2)cc1	3	5	-12	104[fluorescence artefact?]	-22[fluorescence artefact?]	-6	93	102	104
CCc1cc2c(SCC(=O)C(C#N)=C3N(C)c4ccccc4N3C)ncnc2s1	10	4	9[fluorescence artefact?]	100	24	11	107	92	77
O=C(CCC(=O)OCC(=O)c1ccc(Br)cc1)NC1CCCCC1	1	5	10	95	3	10	98	105	103
Cc1cc(-c2[nH]nc3c2C(c2ccc(Cl)cc2)C(C#N)=C(N)O3)c(C)s1 (stereo not drawn)	0	3	-15[fluorescence artefact?]	38	-6	-7	97	106	74
O=C(CC(c1ccccc1)c1ccco1)N1CCOCC1 (stereo not drawn)	10	x	-5	122	-9	12[fluorescence artefact?]	106	104	103

Rewritten in markdown: entries from further up
| Compound | sEH act | Calb biofilm kill | ERa SRC1 inh | ERa coact pot | ERb coact inh | Smad3 FoxH1 inh | HUVEC inhibit | Lung fibro prol | H69AR inhibit |
| --- | --- | --- | --- | --- | --- | --- | --- | --- | --- |
| CCOC(=O)c1cc(CC)sc1NC(=O)C(c1ccccc1)c1ccccc1 | 5 | 5 | -8 | 104[fluorescence artefact?] | -6 | -14 | 116 | 87 | 84 |
| CC1CC(C)(C)NCc2ccccc21 (stereo not drawn) | x | 5 | 2 | 106[fluorescence artefact?] | 88*[fluorescence artefact?] | 2 | 94 | 102 | 87 |

Two entries from above, with each value named.
canonical_smiles: O=C(c1ccccc1)N1CCN(C(=O)c2ccc(OC(F)(F)F)cc2)CC1
- sEH act: -13
- Calb biofilm kill: 5
- ERa SRC1 inh: 3
- ERa coact pot: 114
- ERb coact inh: 2
- Smad3 FoxH1 inh: 4
- HUVEC inhibit: 94
- Lung fibro prol: 94
- H69AR inhibit: 96
canonical_smiles: CN(C)S(=O)(=O)c1cccc(C(=O)N(Cc2ccc(F)cc2)Cc2ccco2)c1
- sEH act: 3
- Calb biofilm kill: 4
- ERa SRC1 inh: -29
- ERa coact pot: 98
- ERb coact inh: -10
- Smad3 FoxH1 inh: 7
- HUVEC inhibit: 92
- Lung fibro prol: 97
- H69AR inhibit: 104

Remaining list, next part
SMILES	sEH act	Calb biofilm kill	ERa SRC1 inh	ERa coact pot	ERb coact inh	Smad3 FoxH1 inh	HUVEC inhibit	Lung fibro prol	H69AR inhibit
CC(NC(=O)c1ccc2c(c1)OCO2)C1CCCO1 (stereo not drawn)	x	5	-3	122[fluorescence artefact?]	0	-8	102	98	104
Cc1ccc2cccc(NC(=S)NC(=O)c3c(Br)cnn3C)c2n1	-8	6	19	108	8	7	62	82	26*
CC(C)CC(C(=O)NC(=O)NCc1ccccc1)N1C(=O)c2ccccc2C1=O (stereo not drawn)	12	2	-7	131	25	7	85	90	101
CCCCC(=O)Nc1c(O)c2ccccc2[nH]c1=O	x	0	1	116	0	-2	98	98	94
COC(=O)CC/C(O)=C1/C(=N)CC(C)(C)CC1=O	11	4	-3	95	-4	12	94	100	98
Cc1ccc(C(=O)N2CCN(c3cccc(Cl)c3)CC2)cc1C	x	9	-16	97	-4	-4	67	83	94
O=C1C2=C(SCCS2)C(=O)N1CCCO	5	4	-4	126	9	-3	94	86	84
CCCOc1c(OC)cccc1C1CC(=O)Nc2cc3c(cc21)OCO3 (stereo not drawn)	-12	8	11	71[fluorescence artefact?]	6	2	67	82	17*
COc1ccc(NC(=O)CNS(=O)(=O)c2cccs2)cc1	x	6	0[fluorescence artefact?]	116[fluorescence artefact?]	-2[fluorescence artefact?]	-3[fluorescence artefact?]	103	101	100

Screens from PubChem BioAssay.

Not all compounds are listed; rates above refer to the full screens.
